# Compound activity (PubChem BioAssay)
# TNF necrop inh = inhibitors of TNF-alpha triggered necroptosis, primary screen, cell-based, Jurkat FADD-/-, single concentration. Jurkat FADD-/- TNF necroptosis rescue, ATP luminescence, 24 h; 0 = TNF only, 100 = no-TNF cells. activation (protection from cell death), % at 10 µM. 220,000 tested, 0.068% active. AID 463075, 2010;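 active = activation, meaning protection from cell death, of at least 50% relative to plate controls; inactive = activation below 50%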;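 note: necroptosis triggered by 40 ng/mL TNF-alpha added together with compound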
# PGE2 EP2 inh = human EP2 receptor antagonists, primary screen, TR-FRET cAMP, C6 glioma cells. inhibition, % at 25 µM. Prostaglandin E2 receptor EP2 subtype (Homo sapiens), P43116. C6 glioma cells expressing human EP2; cells stimulated with saturating PGE2. 260,000 tested, 0.52% active;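 active = percent inhibition above 40 after rounding to a whole number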;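 note: rat C6 glioma host cells with rolipram phosphodiesterase inhibitor present; the protocol text gives 20 µM as final concentration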
# Target sequence (P43116 whole entry, looked up): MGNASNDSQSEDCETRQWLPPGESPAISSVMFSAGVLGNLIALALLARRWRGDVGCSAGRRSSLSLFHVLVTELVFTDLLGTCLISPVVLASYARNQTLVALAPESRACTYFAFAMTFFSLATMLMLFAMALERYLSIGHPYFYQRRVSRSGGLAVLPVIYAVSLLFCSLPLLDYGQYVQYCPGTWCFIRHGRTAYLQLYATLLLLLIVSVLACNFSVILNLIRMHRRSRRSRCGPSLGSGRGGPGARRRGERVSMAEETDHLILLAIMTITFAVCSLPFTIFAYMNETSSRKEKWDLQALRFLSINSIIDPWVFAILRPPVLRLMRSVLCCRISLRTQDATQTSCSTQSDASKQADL
# RBBP9 inhibitor = human RBBP9 inhibitors, primary screen, biochemical, fluorescence polarization, FP-Rh probe, HTS. recombinant RBBP9. inhibition, % at 7.94 µM. 220,000 tested, 0.2% active;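 active = inhibition above the campaign mean of all tested compounds plus 3 SD, cut at about 14% in these data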;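 note: plate controls were DMSO wells with RBBP9 for no effect and wells lacking RBBP9 protein for full effect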
# Target sequence (O75884 whole entry, looked up): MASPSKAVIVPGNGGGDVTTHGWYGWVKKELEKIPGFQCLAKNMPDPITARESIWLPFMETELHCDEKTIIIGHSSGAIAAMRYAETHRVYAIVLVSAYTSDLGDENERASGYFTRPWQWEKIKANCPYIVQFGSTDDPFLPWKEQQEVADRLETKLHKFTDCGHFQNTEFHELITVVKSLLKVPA
#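 Assay system: recombinant human RBBP9; Reagent: Serine-hydrolase probe FP-Rh, 375 nM pre-mixing; Doses: 7.94 µM single dose, 0.794% DMSO; Incubation: 30 min then 45 min, 25 °C; Detection: fluorescence polarization (mP), excitation 525 nm, emission 598 nm; Evaluation: percent inhibition from mP, scaled between DMSO and no-protein wells.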
# Runt-SMMHC FRET = inhibitors of RUNX1 Runt–CBFb-SMMHC binding, primary screen, biochemical, FRET, Cerulean-Runt, Venus-CBFb-SMMHC, uHTS; inhibition, % at 20 µM; Cerulean-Runt/Venus-CBFb-SMMHC FRET ratio 530/480, 1 h; 220,000 tested, 0.74% active;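 active = mean inhibition across duplicate retests at 20 µM reaching about 50%, limit read from the data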;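 note: 0% = DMSO wells and 100% = wells with excess untagged CBFb-SMMHC; inhibitors lower the FRET ratio by blocking Runt binding to CBFb-SMMHC; some results filed as inactive read as strong as hits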
# EP2 mod = EP2 receptor modulators, cAMP readout, primary screen, cell-based, HTRF cAMP, PGE2 stimulation; EP2-expressing cells, cAMP HTRF FRET, PGE2 co-stimulation; induction, % at 25 µM; 260,000 tested, 0.83% active;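 active = compounds whose cAMP rise, as percent of the full-agonist control response, exceeds 60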;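 note: rat C6 glioma line stably carrying human EP2 under a CMV promoter; the protocol text gives 20 µM as final concentration; 100% = response of wells given 1 µM PGE2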
# Runt-CBFb FRET = inhibitors of RUNX1 Runt–CBFb binding, primary screen, biochemical, FRET, Cerulean-Runt, Venus-CBFb, uHTS; Cerulean-Runt/Venus-CBFb FRET ratio 530/480, 1 h; Runt-related transcription factor 1 (Homo sapiens) + Core-binding factor subunit beta …; inhibition, % at 20 µM; AID 1496, 2009; 220,000 tested, 0.46% active;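 active = inhibition over about 50% at 20 µM in the single-dose screen, limit read from the data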;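 note: 0% = DMSO wells and 100% = excess unlabeled CBFb competitor control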
#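 Assay system: Cerulean-Runt domain / Medium: Tris 50 mM pH 7.5, KCl, K2SO4, 0.01% BSA / Timing: protein complex preformed 1 h, compound exposure 1 h, room temperature, dark / Measured by: FRET, excitation 422 nm, emission at 530 and 480 nm / Evaluation: loss of energy transfer signal / Control set: 5 µM unlabeled CBFb as full-inhibition high control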
# PERK inhibitor = block of dimerizer-induced PERK translation repression, primary screen, PERK inhibitor project, CHO PERK-DD cells, SEAP luminescence, HTS. inhibition, % at 5.6 µM. CHO PERK-DD fusion, SEAP luminescence translation reporter. Eukaryotic translation initiation factor 2-alpha kinase 3 (Homo sapiens), Q9NZJ5. AID 1416, 2008. 220,000 tested, 0.17% active;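 active = inhibition above the mean inhibition of all tested compounds plus 3 SD, set separately per screening campaign, cut at about 2.9% in these data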;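 note: PERK kinase domain activated by AP20187 dimerizer at 100 nM; 0% = DMSO with dimerizer and 100% = rapamycin at 8.4 µM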
# Hck Nef HTS = inhibitors of Nef-activated human Hck kinase, primary screen, biochemical, Z-Lyte FRET, 384-well, Hck-YEEI. inhibition, % at 20 µM. Recombinant Hck-YEEI plus Nef, Z-Lyte FRET kinase assay. Tyrosine-protein kinase HCK (Homo sapiens), P08631. AID 463187, 2010. 220,000 tested, 0.68% active;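 active = Hck-Nef kinase inhibition above about 50%, limit read from the data; inactive = inhibition below that limit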;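 note: 0% = DMSO with Hck plus Nef and 100% = Hck alone without Nef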
# Target sequence (P08631 whole entry, looked up): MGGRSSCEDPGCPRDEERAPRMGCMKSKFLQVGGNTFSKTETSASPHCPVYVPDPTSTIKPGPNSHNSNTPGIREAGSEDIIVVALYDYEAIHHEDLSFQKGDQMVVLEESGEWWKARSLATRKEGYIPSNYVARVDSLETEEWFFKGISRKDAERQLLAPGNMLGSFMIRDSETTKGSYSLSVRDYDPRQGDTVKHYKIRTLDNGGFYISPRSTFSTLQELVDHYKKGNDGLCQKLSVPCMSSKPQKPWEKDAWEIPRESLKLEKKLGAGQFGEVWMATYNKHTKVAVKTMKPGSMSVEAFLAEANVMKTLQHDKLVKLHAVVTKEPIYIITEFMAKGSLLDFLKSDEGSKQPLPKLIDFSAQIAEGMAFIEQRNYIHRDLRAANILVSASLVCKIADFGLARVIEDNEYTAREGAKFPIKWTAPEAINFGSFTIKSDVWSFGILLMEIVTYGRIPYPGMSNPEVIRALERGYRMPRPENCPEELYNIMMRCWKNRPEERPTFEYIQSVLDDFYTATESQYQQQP
# zVAD death inh = inhibitors of zVAD-triggered necroptosis, primary screen, L929 cells. L929 zVAD necroptosis rescue, ATP luminescence, 24 h; with zVAD 60 µM. viability rescue, % at 10 µM. 220,000 tested, 0.38% active. AID 1377, 2008;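 active = activation, scaled between plate controls, above about 75%, limit read from the data; inactive = activation under that limit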;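 note: 0% = zVAD with DMSO and 100% = DMSO alone without zVAD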
# Starred values were filed as active, the others as inactive; i = inactive; . = not tested or not shown; & = joins results of further samples. Only part of the results is shown (hit frequency here may not be typical).
Molecule,TNF necrop inh,PGE2 EP2 inh,RBBP9 inhibitor,Runt-SMMHC FRET,EP2 mod,Runt-CBFb FRET,PERK inhibitor,Hck Nef HTS,zVAD death inh
COc1cccc(-c2csc(N3CCN(CC(=O)Nc4ccc5c(c4)OCO5)CC3)n2)c1,-1.1,5,-3,3,-26,6,1.1,0,0.0
Cc1cccc(/C(N)=N/OC(=O)Cc2cccs2)c1,-1.2,4,-6,-1,-8,-5,0.3,1,-0.2
CC(C(=O)O)N1CCCCC1 (stereo not given),0.7,16&6,-4,-1,26&9,0,0.2,20,-0.6
N=c1c(-c2nc3ccccc3[nH]2)cc(C(=O)c2cccs2)nn1-c1ccc(Cl)cc1,-6.6,8,-7,.,.,.,-1.1,26,-0.8
CCOC(=O)C1CCN(S(=O)(=O)c2cccc(-c3cn4cc(C)ccc4n3)c2)CC1,-1.2,17,-10,4,-62,0,-0.6,-1,0.0
COc1ccccc1Cc1nc(-c2ccc(Br)o2)no1,5.5,2,-5,-1,10,-1,-0.1,0,-0.4
O=C(Nc1sc(-c2ccccc2)cc1C(=O)O)c1ccccc1,-1.5,9,2,-6,-31,-3,1.1,27,1.4
CCCCOC(=O)C(C#N)c1nc2ccccc2nc1N1CCN(Cc2ccc3c(c2)OCO3)CC1 (stereo not given),-0.1,8,9,75*,-9,43,0.6,-1,-0.2
CNC(=O)c1cc(C(=O)c2c(Cl)cccc2Cl)c[nH]1,-2.6,9,-2,-1,-20,0,0.5,-16,4.6
CCOC(=O)CNc1c(-c2ccc(O)cc2)nc2ccccn12,-3.5,6,-4,-3,14,-6,-0.5,9,0.4
N=c1sccn1CC(=O)Nc1ccccc1-c1ccccc1,2.5,4,0,0,1,1,0.3,-6,-0.9
O=C(Nc1ccc(N2CCN(Cc3ccccc3)CC2)cc1)c1ncn[nH]1,-1.0,2,-9,-1,-17,1,0.3,1,-0.3
CC(C)CNC(=O)CSc1nnc(CN2CCCCCC2=O)n1-c1ccccn1,-1.3,15,-9,1,23,0,-0.3,0,-0.2
C[N+](C)(C)CCOP(=O)([O-])OC[C@H](O)CO,1.9,16,0,0,16,0,-0.9,-2,-0.5
Cc1cc(C)c(C)c(S(=O)(=O)ON2C(=O)c3ccccc3C2=O)c1C,-3.8,39,-2,5,-61,0,1.1,3,-0.1
COc1ccc(-n2cnnc2SCC(=O)Nc2cccc(S(=O)(=O)N3CCCCC3)c2)cc1,2.3,5,-4,4,6,-2,-0.5,8,0.4
C[C@]12CC[C@@H]3c4ccc(OC(=O)c5ccccc5)cc4CC[C@H]3[C@@H]1CC[C@@H]2O,1.8,25,0,1,9,-4,0.5,-8,30
FC(F)(F)c1ccc(N2CCN(c3ncnc4c3nnn4Cc3ccccc3)CC2)nc1,-1.0,9&8,-8,1,35&34,0,1.4,10,6.8
Cc1noc(C)c1COc1ccc(C(=O)OCc2nnc(-c3ccc(Cl)cc3)o2)cc1,-5.0,13,-2,-2,-57,-2,1.6,1,-0.5
CC1CCCN(c2nc3c(c(=O)n(C)c(=O)n3C)n2Cc2ccccc2)C1 (stereo not given),.,6&11,.,-3,-23,-1,.,.,.
COc1ccc(S(=O)(=O)N2N=C(C)Oc3ccccc3C2=O)cc1,-8.7,10,-3,0,-19,-2,-0.5,0,-0.5
O=C(Cn1cnc2cc([N+](=O)[O-])ccc2c1=O)Nc1cccc2ccccc12,2.1,8,-5,-4,-25,2,-0.4,20,-0.3
CCCCOc1cccc(C2(C(=O)O)CCCC2)c1,0.3,7,3,1,19,1,1.2,2,1.1
COc1ccccc1OCCNC(=O)C(=O)c1c[nH]c2ccccc12,7.1,7,1,-2,-40,1,-1.4,19,1.5
CCOC(=O)N1CCC(Nc2c(NCCCN(C)Cc3ccccc3)c(=O)c2=O)CC1,0.0,13,-6,-2,10,3,0.7,2,5.7
O=C(Nc1ccc(O)cc1)C1CCCN1S(=O)(=O)c1ccc(F)cc1 (stereo not given),-1.1,5,-4,-2,4,4,1.4,1,0.2
COc1ccc(OC)c(-c2c3cc(O)c(=O)cc-3oc3cc(O)c(O)cc23)c1,-5.2,6,-17,i,18,-283,-0.2,54*,2.6
C/C(=N\Nc1nc(Cl)c(Cl)cc1Cl)c1ccc(S(=O)(=O)NCc2ccco2)cc1,0.9,6,-2,-3,22,0,-0.5,7,0.9
CCOC(=O)Nc1sc(C)nc1-c1ccccc1,-1.2,7,-1,3,9,1,-0.1,1,-0.1
Cc1ccc(/C=C2\SC(=S)N(CC3CCCO3)C2=O)o1 (stereo not given),-13,9,-4,-5,-7,11,0.2,-5,-1.7
COc1ccc(C(C)C)cc1S(=O)(=O)N1CCN(C)CC1,0.8,10,0,2,-1,0,0.3,0,0.1
Cc1cc(C(=O)N/N=C/c2cc(Br)cc(Br)c2OC(=O)c2cccc(F)c2)n[nH]1,-6.5,3,-7,1,0,2,0.4,24,56
Cc1ccc(C)n1-c1ccc(C(=O)NC2CCN(Cc3ccccc3)CC2)cc1,-17,12,-7,2,8,3,-0.1,6,0.9
COc1ccc(NC(=O)N(CCc2ccccc2)Cc2cc3c(C)cc(C)cc3[nH]c2=O)cc1,1.0,6,-1,2,20,-2,-3.1,-2,0.1
CCn1nnnc1SCC(=O)Nc1nc2ccc(OC)cc2s1,3.2,15,-5,0,6,-1,0.3,-7,0.6
CCn1c(=O)c([N+](=O)[O-])c(Cl)c2ccccc21,-7.2,30,1,3,-46,5,1.0,28,28
CS(=O)(=O)NCCSCc1ccco1,0.0,8,-13,-2,3,0,1.4,0,1.2
COc1ccc2c(c1)sc(=N)n2CC(=O)Nc1cc(C)cc(C)c1,3.3,4,-7,2,-43,0,-0.9,18,-0.3
O=C(CN1CCOCC1)N1CCN(S(=O)(=O)c2ccccc2)C1c1ccccc1 (stereo not given),-1.5,1,-4,0,8,-1,0.3,-3,-1.1
N#Cc1c(-c2ccccc2)nc(SCC(=O)N2c3ccccc3Sc3ccccc32)[nH]c1=O,0.5,15,-24,-10,42,-6,0.1,82*,1.6
COc1cc(OC)cc(-c2cc3nc(C4CCN(C(=O)OC(C)(C)C)CC4)cc(=O)n3[nH]2)c1,1.0,10,-5,3,-36,12,-0.3,3,-0.4
COCCSc1nnc(NC(=O)C2CC(=O)N(c3ccccc3)C2)s1 (stereo not given),-0.4,7,-3,-1,8,0,1.0,20,1.3
CCn1c(/C=C/c2c(C)[nH]c3ccccc23)nc2ccccc2c1=O,-1.6,9,1,59*,-17,19,-0.3,3,2.0
CCc1noc(C)c1C(=O)Nc1sc(C(=O)N(C)C)c(C)c1C(=O)OC,-2.7,4,0,2,-3,-1,-1.4,6,0.0
COC(=O)C1=C(C)N(Cc2ccco2)C(=O)/C1=C\c1ccc([N+](=O)[O-])cc1,-13,8,7,-4,-22,15,1.8,9,-0.5
COc1ccc(N2CCN(C(=O)/C=C/c3ccco3)CC2)cc1,0.2,3,-3,2,-3,5,1.0,2,0.4
Nc1c(Cl)ncnc1N/N=C/c1cccnc1,7.8,10,-11,-2,-37,5,0.2,27,3.9
Cc1ccc(/C=N/NC(=O)c2c(-c3ccccc3)noc2C)o1,-1.3,6,0,-2,28,-1,-0.1,-1,.
COc1cccc(NC(=O)c2cc3c(=O)n4ccccc4nc3n(CC(C)C)c2=N)c1,-5.0,4,1,12,4,2,1.3,3,-1.4
Cc1cc(C)n(-c2cc(-n3nc(C)cc3C)ncn2)n1,1.5,9,4,-3,-12,0,-0.5,0,0.4
O=C(CSc1nnc(Cn2c(=O)sc3ccccc32)n1-c1ccccc1)N1CCOCC1,-0.3,11,6,3,20,0,0.4,0,-0.9
Cc1ccccc1NC(=O)c1nc2nccc(C)n2n1,-0.4,11,-6,-3,0,0,-0.2,18,0.7
O=C(NCCc1ccccc1)C1CCN(S(=O)(=O)c2ccccc2)CC1,-0.2,5,-4,-5,-15,-2,0.0,6,0.5
COCC1CCCCN1Cc1cn[nH]c1-c1ccc(OC)cc1OC (stereo not given),1.3,10,-15,1,11,2,0.5,18,0.2
COc1ccc(C2c3c(ncn(CCCO)c3=N)Oc3ccc4ccccc4c32)cc1OC (stereo not given),-12,8,-2,3,-40,0,-0.7,18,-1.3
CCC(=O)NCCc1nc2ccccc2n1Cc1ccccc1,-0.8,10&-2,-6,-1,-22&5,-1,-0.3,14,0.1
Fc1ccc(Nc2c(-c3ccco3)nc3ccccn23)cc1,-1.7,8,-4,-11,-19,23,-0.1,7,0.0
Cc1cc([N+](=O)[O-])nn1CCCC(=O)Nc1cc(Oc2ccccc2)cc([N+](=O)[O-])c1,0.8,4,-2,-3,-1,1,0.9,5,.
Cc1nn(CC(=O)N(C)C)c(=O)c2ccccc12,0.5,5,0,5,13,-1,0.6,-1,0.3
COc1ccc(Sc2cc(C(F)(F)F)nc(-c3ccccn3)n2)cc1,-6.9,8,0,3,26,-5,-0.3,1,-0.3

# Going on with the list.
Molecule,TNF necrop inh,PGE2 EP2 inh,RBBP9 inhibitor,Runt-SMMHC FRET,EP2 mod,Runt-CBFb FRET,PERK inhibitor,Hck Nef HTS,zVAD death inh
CSC(=NC1CCCCC1)NS(=O)(=O)c1ccccc1,1.7,7,1,0,8,-4,0.5,-1,4.6
O=c1n(Cc2ccccc2Cl)nc2n1-c1ccccc1SC2,4.2,8,1,-3,37,1,1.2,15,0.0
O=c1[nH]c(=O)n(Cc2ccco2)c2c1C(C(F)(F)F)(C(F)(F)F)N=C(c1ccc(F)cc1)N2,-7.9,9,0,-8,-17,11,0.1,2,0.1
COC(=O)c1ccc(-c2ccc(/C=N/N3C(=O)C4C5C=CC(CC5)C4C3=O)o2)cc1 (stereo not given),5.7,15,-5,3,-16,2,1.4,18,83*
